GLP1R cytotox: qHTS of GLP-1 Receptor Inverse Agonists: Cytotox Screen | HEK293 cAMP-luciferase reporter cells, luminescence, 24 h | Potency, µM (highest dose often 38.3 µM), for the others: at the top dose activity change, negative = inhibition, actives largely listed as inhibitors | actives 0.13% (n = 410,000) | AID 624418, 2012;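 further: loss of luciferase light is scored as toxicity; potency means the concentration at half of the fitted maximal effect; on the % scale 0 is the no-effect control and ±100 the full control effect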
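Cells in DMEM/10% Nu serum/1% pen-strep, 1536-well format. Pre-incubated 12 h, dosed with 23 nL compound, incubated a further 24 h. Luciferase detection, 12 min at room temp, luminescence.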
D3 ag: qHTS of D3 Dopamine Receptor Agonist: qHTS | D(3) dopamine receptor (Homo sapiens), P35462 | max activation, % | D3R DiscoveRx beta-arrestin cells, luminescence, 90 min | AID 652048, 2013 | actives 0.58% (n = 410,000); in the data active means max activation above about 30%; further: 0% is about no effect; mostly tested at two doses, the higher about 12 µM
Target sequence (P35462 whole entry, looked up): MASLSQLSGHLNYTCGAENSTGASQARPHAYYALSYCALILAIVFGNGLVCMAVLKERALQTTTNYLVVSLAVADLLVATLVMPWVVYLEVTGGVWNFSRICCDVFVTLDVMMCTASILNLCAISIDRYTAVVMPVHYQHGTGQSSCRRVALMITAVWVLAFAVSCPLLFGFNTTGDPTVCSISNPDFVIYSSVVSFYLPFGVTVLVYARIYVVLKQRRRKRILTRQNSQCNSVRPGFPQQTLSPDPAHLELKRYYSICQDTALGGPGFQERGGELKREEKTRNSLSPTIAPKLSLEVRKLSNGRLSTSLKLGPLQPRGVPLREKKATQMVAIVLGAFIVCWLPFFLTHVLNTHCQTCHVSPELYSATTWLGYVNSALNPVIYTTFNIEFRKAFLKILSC
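Cells at 1500/well, incubated overnight, then treated with pinned compounds (dopamine as control) for 90 min at 37 degrees C. DiscoveRx reagent added for 30 - 60 minutes at room temperature; luminescence read.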
KB-V1 cytotox: qHTS assay for MDR1-selective chemotherapeutics: Primary screen using the drug-selected MDR subline cells KB-V1; KB-V1 MDR cells viability, CellTiter-Glo, 72 h; Potency, µM (titrated, usually from 46.1 µM), without a hit: top-dose activity change, negative = cytotoxicity, actives largely listed as cytotoxic; actives 3.4% (n = 400,000); AID 1347076, 2019; further: potency means the concentration at half of the fitted maximal effect; on the % scale 0 is the no-effect control and ±100 the full control effect; nearly all actives have a fitted effect of over 60% in size
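In this primary screen, KB-V1 cells overexpressing P-gp are incubated with library compounds (lowest to highest concentration) for 72 h at 37 degrees C before a luminescent ATP viability read.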
DRD3 antagonist: qHTS of D3 Dopamine Receptor Antagonist: qHTS. D3R cells, DiscoveRx beta-arrestin luminescence, antagonist mode; stronger effect = lower value. max response, negative = inhibition, %. actives 2.5% (n = 360,000); in the data active means max response below about -50%; inconclusive means no clear call, values can overlap the other calls; further: on the % scale 0 is the no-effect control and ±100 the full control effect; mostly tested at two doses, the higher about 12 µM
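Cells expressing the human receptor were seeded at 1500 cells/well, incubated overnight at 37 degrees C in 5% CO2, then exposed to library compounds with dopamine controls for 90 minutes at 37 degrees C before luminescent detection.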
PTHR1 ag: qHTS for PTHR1 Agonists: Primary Screen; Parathyroid hormone/parathyroid hormone-related peptide receptor (Homo sapiens), Q03431; HEK293 GP2 PTHR1 cells, GloSensor cAMP luminescence, 1 h; Potency, µM (series often up to 115 µM), inactives show top-dose activation, actives largely listed as activators; actives 0.075% (n = 410,000); further: potency means the concentration at half of the fitted maximal effect; nearly all actives have a fitted effect of over 55% in size; some results filed as inactive show a strong effect at the top dose; inactives centre near -15; many of its hits are not listed in these tables
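HEK-293-derived GP2 cells expressing PTHR1 and a GloSensor cAMP reporter, 3,000/well, plated overnight, given luciferin plus IBMX (each 0.5 mM as added) for 1 h at 37 °C, then compound for 1 h at 37 °C. Luminescence was read after 15 min at room temperature.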
GLP-1R agonist: qHTS of GLP-1 Receptor Agonists | Glucagon-like peptide 1 receptor (Homo sapiens), P43220 | HEK293 GLP-1R CRE-luciferase, luminescence, 4-6 h; cells express a hypersensitive GLP-1R form | Potency, µM (highest dose often 45.6 µM), without a hit: at the highest dose activation, actives largely listed as activators | actives 0.007% (n = 380,000) | AID 624172, 2012; further: potency means the concentration at half of the fitted maximal effect; % of control where 0% means no effect
Target sequence (P43220 whole entry, looked up): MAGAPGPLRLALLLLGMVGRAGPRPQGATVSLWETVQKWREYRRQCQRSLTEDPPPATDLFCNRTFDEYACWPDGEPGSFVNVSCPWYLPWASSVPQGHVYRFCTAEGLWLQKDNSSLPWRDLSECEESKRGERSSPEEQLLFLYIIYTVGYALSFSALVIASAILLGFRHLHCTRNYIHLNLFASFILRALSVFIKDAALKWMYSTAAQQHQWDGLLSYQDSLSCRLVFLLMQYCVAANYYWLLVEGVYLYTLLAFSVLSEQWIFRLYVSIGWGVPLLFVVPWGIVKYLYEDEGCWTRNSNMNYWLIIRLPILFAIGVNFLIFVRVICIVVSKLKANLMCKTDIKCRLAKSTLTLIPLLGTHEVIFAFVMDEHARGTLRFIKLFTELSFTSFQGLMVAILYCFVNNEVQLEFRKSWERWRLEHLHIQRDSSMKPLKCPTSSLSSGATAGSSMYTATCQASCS
aSyn yeast inh: qHTS of alpha-syn Inhibitors | AID 652106, 2013 | Yeast expressing alpha-synuclein, growth rescue, BacTiter-Glo, 24 h | actives 0.14% (n = 370,000) | Potency, µM (top dose mostly 46.1 µM), for the others: at the highest dose growth rescue (activation), usual class: activators; further: potency means the concentration at half of the fitted maximal effect; % of control where 0% means no effect; nearly all actives have a fitted effect of over 65% in size
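Rescue of yeast growth: cells expressing toxic alpha-synuclein, induced in galactose at OD600 0.02, incubated with compound 24 h at 30 C. ATP luminescence quantified growth; inhibitors of toxicity appear as activators.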
TDP43 rescue: qHTS of TDP-43 Inhibitors. TDP-43 expressing yeast growth rescue, BacTiter-Glo, 24 h. Potency, µM (series often up to 46.1 µM), without a hit: at the top dose growth rescue (activation), most hits filed as activators. actives 1.8% (n = 410,000). AID 652104, 2013; further: potency means the concentration at half of the fitted maximal effect; % of control where 0% means no effect; nearly all actives have a fitted effect of over 50% in size
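Galactose-induced TDP-43 yeast, OD600=0.02, compound pinned; 24 hr, 30 deg C; BacTiter-Glo luminescence for growth. Inhibitors of TDP-43 toxicity read as activators.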
GLP-1R inv ag: qHTS of GLP-1 Receptor Inverse Agonists (Inhibition Mode); HEK293 GLP-1R CRE-luciferase, luminescence, 24 h; GLP-1R form is constitutively active; Glucagon-like peptide 1 receptor (Homo sapiens), P43220; Potency, µM (titrated, usually from 38.3 µM), inactives show at the top dose activity change, negative = inhibition, usual class: inhibitors; actives 1.6% (n = 410,000); further: potency means the concentration at half of the fitted maximal effect; on the % scale 0 is the no-effect control and ±100 the full control effect; nearly all actives have a fitted effect of over 55% in size
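Seeding at 200 cells/uL, 12 h culture, 24 hr compound treatment, then luciferase reagent and a luminescence read; cells are HEK293 stably expressing a constitutively active GLP-1R plus cAMP-responsive luciferase.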
* hit, by the source's call; i = inactive; ? = inconclusive; . = not tested or not shown; [ ] = dose if it differs, or a comment. Unless noted, the call rests on the fitted dose curve; in most records, active means well fitted curve in the direction sought with a large enough effect; inconclusive means small, poorly fitted or top-dose-only effect, or another doubt; inactive means no such curve, though single readings can be large; an effect the other way counts as inactive or inconclusive. These rows are one share of the data; count on the stated rates, not on these rows.

Compound	GLP1R cytotox	D3 ag	KB-V1 cytotox	DRD3 antagonist	PTHR1 ag	GLP-1R agonist	aSyn yeast inh	TDP43 rescue	GLP-1R inv ag
CCCCOc1ccc(C(=O)Nc2ccc3c(c2)CCCN3S(=O)(=O)c2ccc(C)cc2)cc1	-10.0%	9.6	?	.	-13.1%	.	.	0.0%[9.22 µM]	?
O=C(Cc1ccccc1)NC(=S)Nc1ccc(N2CCCCC2)cc1	?	-1.0	-18.7%	25.7	i	0.5%	-11.4%	?	?
CCCNC(=O)CSc1nc2nc(C)c(Cc3ccccc3Cl)c(C)n2n1	-3.9%	7.9	-6.2%	.	i	.	.	21.4%	-6.7%
Cc1cc(-c2ccc(S(=O)(=O)Nc3cccc(C(F)(F)F)c3)s2)on1	-33.2%	-21.4	6.6%	.	-21.9%	.	.	-3.4%	?
COc1cccc(C(=O)Nc2c(C(=O)c3ccc(F)cc3)oc3ccccc23)c1	-8.0%	-10.1	0.0%	.	-13.4%	1.6%	.	8.6%	12.6%
Cc1cccc(NC(=O)c2ccc3oc(=O)c(S(=O)(=O)c4ccc(F)cc4)cc3c2)c1C	19.3%	-14.0	1.8%	.	-7.7%	.	.	-13.4%	15.5%
Oc1ccc(Cl)cc1Nc1nc2ccccc2n2cnnc12	5.7%	16.1	?	.	i	.	.	13.0%	2.2%
COc1ccc(Nc2nc(NCc3ccco3)nc(N3CCOCC3)n2)cc1	43.6%[activator]	5.0	-2.2%	-20.3	i	11.0%	2.9%	-2.7%	?
CCOc1ccc(OCCC(=O)OCC(=O)Nc2cc(OCC)c(N3CCOCC3)cc2OCC)cc1	5.6%	-3.2	-8.1%	16.6	-13.5%	1.5%	16.4%	?	2.2%
COc1cc(S(=O)(=O)Nc2cccc(C)c2)ccc1NC(=O)c1ccncc1	-16.7%	0.4	-39.0%	-1.6	-14.4%	2.9%	1.2%	?	-0.9%
Cc1nc2ncnn2c(N2CCC(C(=O)NCC3CCCO3)CC2)c1Cc1ccccc1 (stereo unspecified)	11.0%	2.4	9.4%	2.2	-5.8%[57.5 µM]	5.1%	-1.9%	-18.8%	7.3%
Cc1[nH]c2ccccc2c1C(=O)C(=O)N1CCOCC1	7.1%	0.0	8.3%	0.8	i	-3.3%	0.1%	16.0%	0.9%
COC(=O)c1cc(OC)c(OC)cc1NC(=O)c1cccc(C)c1	10.7%	7.0	-3.2%	56.5	-20.6%	2.9%	5.7%	12.1%	-6.3%
O=C(NC1CCCCC1)C(c1cccnc1)N(C(=O)c1csnn1)c1ccc(F)cc1 (stereo unspecified)	12.6%	-28.3	-18.9%	-9.6	-19.6%	2.4%	-2.6%	-1.3%	5.8%
COc1ccc(Nc2c(-c3ccco3)nc3ccc(C)cn23)cc1	0.2%	-2.3	-1.0%	9.7	-10.3%	6.9%	-1.5%	11.9%	5.9%
COc1cccc(/C=C(/CC(=O)Nc2ccc(N3CCOCC3)cc2)c2nc3ccccc3s2)c1	-1.5%	2.5	-27.8%	3.9	-19.1%	0.1%	-3.6%	6.1%	-46.1%
CC(=O)c1ccc(NC(=O)NC2CCCCCCC2)cc1	-8.8%	-5.0	-15.1%	12.4	-16.4%	13.2%	6.2%	14.6%	?
O=C(OCc1nc2ccc(Cl)cc2n1CCO)c1ccc(O)cc1	5.7%	1.1	-12.0%	12.1	-4.6%	0.2%	1.7%	-5.0%	-4.3%
O=C(/C=C1\OCc2ccccc21)c1ccccc1	-0.1%	-2.2	-19.7%	-2.9	-26.0%	.	-6.9%	0.0%	-1.9%
Cc1ccc(S(=O)(=O)/N=C2\C=C(Nc3ccc(O)cc3)C(=O)c3ccccc32)cc1	2.82µM*	-12.9	?	-94.0*	-30.4%[inhibitor]	-20.8%	-20.0%	7.9%	4.47µM*
NC(=O)NC(=O)c1nccnc1C(=O)O	21.8%	-4.2	-5.3%	0.0	-4.2%	-2.3%	-2.5%	-1.6%	9.1%
CCc1ccc(-c2nc(CS(=O)CC(=O)NCc3ccc4c(c3)OCO4)c(C)o2)cc1 (stereo unspecified)	-17.1%	1.0	0.3%	-1.1	i	5.6%	14.3%	18.5%	?
O=C(Cc1cccc(NC(=O)C2CCN(C(=O)CCc3ccccc3)CC2)c1)Nc1cccc(C(=O)N2CCCC2)c1	3.2%	-0.3	3.2%	10.2	i	-3.3%	1.6%	0.5%	10.6%
COc1ccc(C(=O)CSc2ncnc3nc[nH]c23)cc1	?	9.3	?	1.7	-31.4%[inhibitor]	15.2%	-0.6%	12.6%	14.6%
CC(C)OC(=O)c1cc2ccccc2oc1=O	-12.1%	-1.0	2.8%	6.6	i	5.7%	-10.8%	-3.1%	0.6%
CN(C)S(=O)(=O)c1cccc(NC(=O)c2cc3c(cc2Cl)N2CCCCCC2=NS3(=O)=O)c1	-9.3%	1.9	?	5.0	-10.6%	11.3%	3.7%	-7.2%	-11.5%
CCOC(=O)C1=C(N)OC2=C(C(=O)CCC2)C1c1ccco1 (stereo unspecified)	7.4%	3.6	10.7%	0.0	13.8%[57.5 µM]	-0.7%	3.6%	5.7%	1.2%
Cc1cc2c(C)nc3ccccc3c2o1	-9.6%	0.7	-5.0%	8.5	-0.8%	18.2%	1.9%	18.8%	0.7%
CCC(=O)N1CCc2cc(Br)cc(S(=O)(=O)N(CC)Cc3ccccc3)c21	0.3%	-1.0	-3.9%	.	i	0.0%	.	17.1%	14.9%
Cc1cc(C)c(NS(=O)(=O)c2cc(-c3cnc(C4CC4)o3)ccc2C)c(C)c1	11.9%	-18.1	16.2%	.	-16.5%	.	.	7.0%	-0.2%
CN1C(=O)N(c2ccccc2)C(Nc2nncs2)C1(C)C (stereo unspecified)	-12.9%	-5.4	1.3%	-5.5	-17.7%	5.3%	-13.5%	-19.7%	9.5%
CCCCc1nc2sc3c(SCCN(C)C)ncnc3c2c2c1CCC2	-9.5%	0.8	?	5.8	i	14.0%	-1.9%	-4.4%	?
O=C(COC(=O)Cc1ccc(Cl)c(Cl)c1)NCCc1ccccc1	2.6%	2.1	8.1%	14.3	-19.2%	0.4%	0.1%	6.6%	-8.3%
COc1ccccc1-n1c(-c2cc(-c3ccc(F)cc3)n[nH]2)n[nH]c1=S	1.3%	4.9	0.1%	-10.5	i	10.6%	-4.2%	14.7%	40.2%[activator]
CCN(C(=O)c1cc(S(=O)(=O)N2CCOCC2)cn1C)c1cccc(C)c1	7.5%	-10.4	13.7%	?	-18.4%	1.2%	-4.2%	5.4%	2.8%
CN(C)CCCN1c2ccccc2Sc2ccc3ccccc3c21	-10.7%	-19.6	18.4µM*	-23.7	23.3%	-6.9%	4.4%	1.7%	-89.4%
COc1cc2c(cc1OC)C(C)N(C(=O)C1=NN(c3cccc(C)c3)C(=O)CC1)CC2 (stereo unspecified)	3.8%	0.3	-1.0%	1.2	i	16.2%	12.4%	-8.4%	49.1%[activator]
Cc1ccc(O)c(NC(=S)NC(=O)c2ccccc2Cl)c1	-20.7%	-22.5	0.0%	?	-6.2%	-0.1%	-0.3%	17.6%	?
CN(C)/C=C/C(=O)c1cc(N2CCOCC2)ccc1[N+](=O)[O-]	-25.6%	6.0	3.3%	5.9	-18.7%	3.2%	6.4%	?	5.7%
N#Cc1ccc(-c2cccnc2)nc1SCC(=O)c1ccccc1	4.3%	4.0	-5.6%	12.2	-15.9%	27.5%	1.2%	-13.4%	51.1%[activator]
COc1ccc(OC)c(NC(=O)CSc2ccc3nnc(-c4cccnc4)n3n2)c1	-4.5%[7.66 µM]	-6.8	-16.1%	-2.0	-3.3%	1.8%	-12.5%	-16.7%	-5.0%[7.66 µM]
Cc1c(NS(=O)(=O)c2cccc(C(=O)NCc3ccco3)c2)c(=O)n(-c2ccccc2)n1C	5.9%	-14.7	-7.9%	-6.8	i	8.6%	0.5%	13.7%	12.4%
O=C1N(c2ccccc2)C2CS(=O)(=O)CC2N1c1ccc(Cl)c(Cl)c1 (stereo unspecified)	-9.2%	0.8	-0.7%	11.9	-2.8%	-3.4%	0.4%	-13.5%	1.0%
CCCCN1C(=O)C(CC(=O)NCCN2CCOCC2)CC(C(=O)N(CC)CC)=C1C (stereo unspecified)	-4.6%	0.0	-13.9%	-6.1	-16.7%	-2.0%	-4.8%	28.4%	9.2%
CCOc1ccc(Cl)cc1CSc1n[nH]c(C)n1	-7.0%	2.0	-7.5%	5.0	-16.8%	7.3%	-11.9%	29.4%	?

Random excerpt: 3 records from the list, in no set order.
Compound	GLP1R cytotox	D3 ag	KB-V1 cytotox	DRD3 antagonist	PTHR1 ag	GLP-1R agonist	aSyn yeast inh	TDP43 rescue	GLP-1R inv ag
COc1ccccc1-n1c(-c2cc(-c3ccc(F)cc3)n[nH]2)n[nH]c1=S	1.3%	4.9	0.1%	-10.5	i	10.6%	-4.2%	14.7%	40.2%[activator]
CN(C)S(=O)(=O)c1cccc(NC(=O)c2cc3c(cc2Cl)N2CCCCCC2=NS3(=O)=O)c1	-9.3%	1.9	?	5.0	-10.6%	11.3%	3.7%	-7.2%	-11.5%
CCN(C(=O)c1cc(S(=O)(=O)N2CCOCC2)cn1C)c1cccc(C)c1	7.5%	-10.4	13.7%	?	-18.4%	1.2%	-4.2%	5.4%	2.8%

High-throughput results (PubChem BioAssay)
